Mcl1-Noxa inh: Mcl-1/Noxa interaction inhibition; Q07820; TR-FRET Mcl-1/Noxa peptide binding, 2 h; inhibition, % at 21.7 µM; 220,000 compounds, 1.5% hits; AID 1022;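 active = compounds that cut the protein-peptide binding signal by more than 50% relative to plate controls in a single-dose test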;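 also: His-tagged Mcl-1 with rhodamine Noxa BH3 peptide and terbium anti-His antibody; 0% = Mcl-1 plus Noxa peptide wells and 100% = peptide-only wells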
Target sequence (Q07820 whole entry, looked up): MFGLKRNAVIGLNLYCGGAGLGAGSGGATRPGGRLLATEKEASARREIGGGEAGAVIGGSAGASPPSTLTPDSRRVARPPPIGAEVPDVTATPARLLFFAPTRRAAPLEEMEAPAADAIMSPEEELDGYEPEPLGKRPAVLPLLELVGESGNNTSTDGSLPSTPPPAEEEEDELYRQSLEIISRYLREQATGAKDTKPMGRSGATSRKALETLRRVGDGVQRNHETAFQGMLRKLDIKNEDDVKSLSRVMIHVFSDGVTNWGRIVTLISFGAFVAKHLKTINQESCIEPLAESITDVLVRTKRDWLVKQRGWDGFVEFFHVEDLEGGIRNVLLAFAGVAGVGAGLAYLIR
RGS4-Gao reg: modulates binding of RGS4 to human Galphao. 220,000 compounds, 0.33% hits. AID 1415. binding response (% of control), % at 10 µM. P09471. Multiplexed bead flow cytometry; actives lie on both sides; in the data active = binding response below about 49% or above about 150%; inactive = in between;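 also: fluorescent Galphao activated with aluminum fluoride binding bead-coupled RGS4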
Avidin fluor: avidin bead compound fluorescence profile; 220,000 compounds, 0.38% hits; AID 1775; Avidin beads, compound fluorescence 488/530 nm, flow cytometry; active compounds read high; fluorescence (KMESF) at 10 µM; in the data active = fluorescence above about 47; also: inactives centre near 10
Bim-Mcl-1: disrupts Bim peptide binding to human Mcl-1; Q07820; Bead-based flow cytometry, Bim peptide-Mcl-1 binding; inhibition, % at 10 µM; 190,000 compounds, 0.1% hits; in the data active = inhibition above about 40%;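 also: 0% = no compound tracer wells and 100% = peptide blocker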
ABCG2 block: blocks JC-1 efflux by human ABCG2 transporter | Q9UNQ0 | IgMXP3 cells, flow cytometry | inhibition, % at 6.6 µM | 190,000 compounds, 0.1% hits | AID 1325;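 active = inhibition above 80%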;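 also: 0% = DMSO and 100% = nicardipine control wells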
Target sequence (Q9UNQ0 whole entry, looked up): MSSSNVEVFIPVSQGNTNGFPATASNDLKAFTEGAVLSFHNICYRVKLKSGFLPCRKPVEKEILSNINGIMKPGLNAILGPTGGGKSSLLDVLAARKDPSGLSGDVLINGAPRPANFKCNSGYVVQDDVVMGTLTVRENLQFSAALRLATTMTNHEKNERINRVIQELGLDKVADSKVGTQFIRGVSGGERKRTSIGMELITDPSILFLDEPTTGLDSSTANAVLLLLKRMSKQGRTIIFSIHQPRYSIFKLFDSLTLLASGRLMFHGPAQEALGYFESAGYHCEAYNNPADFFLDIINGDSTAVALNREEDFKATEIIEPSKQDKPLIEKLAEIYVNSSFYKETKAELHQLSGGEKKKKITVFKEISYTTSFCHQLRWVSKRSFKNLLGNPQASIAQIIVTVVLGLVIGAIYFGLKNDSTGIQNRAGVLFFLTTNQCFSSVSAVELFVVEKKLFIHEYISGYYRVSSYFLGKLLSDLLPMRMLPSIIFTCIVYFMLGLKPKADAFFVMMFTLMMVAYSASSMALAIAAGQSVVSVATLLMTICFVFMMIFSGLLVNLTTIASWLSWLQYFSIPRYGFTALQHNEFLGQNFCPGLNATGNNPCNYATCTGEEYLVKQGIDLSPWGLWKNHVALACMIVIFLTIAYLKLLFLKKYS
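Incubation: cells with compound and JC-1, 10 min at 25 °C, rotating, no wash / Test system: IgMXP3 (ABCG2) plus far-red-tagged CCRF-Adr (ABCB1) cells / Compound dosing: one concentration, 6.6 µM final / Also added: JC-1 fluorescent substrate / Evaluation: efflux inhibition in percent versus controls / Detection: flow cytometry, 530 nm JC-1 signal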
RGS8-Gao: regulators of human RGS8-Galphao interaction; multiplexed bead flow cytometry, RGS8-Galphao binding; actives lie on both sides; AID 1423; response (percent of control binding), % at 10 µM; 220,000 compounds, 0.34% hits; in the data active = response below about 60% or above about 140%; inactive = in between;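 also: Galphao activated as the GDP aluminium fluoride complex binding bead-coupled RGS8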
ABCB1 inh: inhibitors of human ABCB1 transporter, ABCG2 counter-screen; 190,000 compounds, 0.067% hits; CCRF-Adr cells, JC-1 efflux, flow cytometry; AID 1326; inhibition, % at 6.6 µM; P08183; in the data active = inhibition above about 40%;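 also: 0% = vehicle and 100% = reference inhibitor; higher value means more JC-1 retained so stronger ABCB1 efflux block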
Pf gametocyte: inhibitors of late stage P. falciparum gametocyte viability | P. falciparum stage V gametocytes, ATP luminescence, 24 h | inhibition, % at 10.9 µM | 150,000 compounds, 0.065% hits | AID 743093;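 active = inhibition above the mean plus 3 SD of compounds within the control limits, set per campaign, cut at about 38% in these data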;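 also: 0% = DMSO wells and 100% = medium only without gametocytes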
RGS7-Gao reg: modulates binding of RGS7 to human Galphao. P09471. Multiplexed bead flow cytometry; actives lie on both sides. binding response (% of control), % at 10 µM. 220,000 compounds, 0.35% hits. AID 1439; in the data active = binding response below about 49% or above about 150%; inconclusive = no clear call, values can overlap the other calls; inactive = in between;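 also: fluorescent Galphao held in activated GDP-AlF4 state binding bead-coupled RGS7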
Mcl1-Bid inh: Mcl-1/Bid interaction inhibition; TR-FRET Mcl-1/Bid-Dy647 peptide binding, 1536-well; AID 1021; inhibition, % at 21.7 µM; Q07820; 220,000 compounds, 0.97% hits;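 active = compounds that cut the binding signal by more than half at the single screening dose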;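 also: His-tagged Mcl-1 with europium anti-His antibody binding Bid BH3 peptide; 0% = Mcl-1 plus peptide wells and 100% = peptide-only wells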
GSH bead fluor: GSH bead compound fluorescence profile; AID 1776; fluorescence (KMESF) at 10 µM; GSH beads flow cytometry, compound fluorescence 488/530 nm; active compounds read high; 190,000 compounds, 0.25% hits; in the data active = fluorescence above about 89;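 also: glutathione beads carrying GST-tagged Bcl family fusion proteins plus one bare bead set; values are compound well signal with DMSO vehicle wells as background; inactives centre near 16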
The depositor's hits bear a star.

What do the screens show for `COc1ccc(C)cc1N(CC(=O)Nc1cccnc1)S(=O)(=O)c1ccccc1`?
Mcl1-Noxa inh: -3; RGS4-Gao reg: 101; Avidin fluor: 10; Bim-Mcl-1: 2; ABCG2 block: 3; RGS8-Gao: 102; ABCB1 inh: 1.2; RGS7-Gao reg: 101; Mcl1-Bid inh: -32; GSH bead fluor: 13

Results for COC(=O)c1ccccc1NC(=O)/C=C/C(=O)O ?
Mcl1-Noxa inh: 18; RGS4-Gao reg: 87; Avidin fluor: 8; Bim-Mcl-1: -2; ABCG2 block: 0; RGS8-Gao: 86; ABCB1 inh: 0.0; RGS7-Gao reg: 96; Mcl1-Bid inh: -7; GSH bead fluor: 13

How did CCn1cc(Cl)c(C(=O)Nc2ccc(OC)c(OC)c2)n1 do in these assays?
Mcl1-Noxa inh: 11; RGS4-Gao reg: 95; Avidin fluor: 9; ABCG2 block: 18; RGS8-Gao: 99; ABCB1 inh: 1.1; RGS7-Gao reg: 98; Mcl1-Bid inh: -31; GSH bead fluor: 21

What do the screens show for `CCOc1ccc(-c2nc(C#N)c(N3CCN(CC)CC3)o2)cc1`?
Mcl1-Noxa inh: 9; RGS4-Gao reg: 103; Avidin fluor: 10; Bim-Mcl-1: 0; ABCG2 block: 0; RGS8-Gao: 103; ABCB1 inh: 0.5; Pf gametocyte: -14; RGS7-Gao reg: 103; Mcl1-Bid inh: 1; GSH bead fluor: 16

Results for COc1cccc(OC)c1C(=O)Nc1ccc2c3c(cccc13)CC2 ?
Mcl1-Noxa inh: -4; RGS4-Gao reg: 98; Avidin fluor: 6; Bim-Mcl-1: -1; ABCG2 block: 5; RGS8-Gao: 105; ABCB1 inh: 1.2; RGS7-Gao reg: 98; Mcl1-Bid inh: -50; GSH bead fluor: 24

What do the screens show for `CCN(CC)CC(C)(C)NS(=O)(=O)c1ccc(Cl)cc1`?
Mcl1-Noxa inh: 14; RGS4-Gao reg: 98; Avidin fluor: 11; Bim-Mcl-1: 0; ABCG2 block: 3; RGS8-Gao: 98; ABCB1 inh: 0.6; Pf gametocyte: 12; RGS7-Gao reg: 98; Mcl1-Bid inh: 13; GSH bead fluor: 31

Results for CS(=O)(=O)N1CCN(c2ccccc2NC(=O)CSc2ccc(Cl)cc2)CC1 ?
Mcl1-Noxa inh: 11; RGS4-Gao reg: 108; Avidin fluor: 15; Bim-Mcl-1: -6; ABCG2 block: 15; RGS8-Gao: 107; ABCB1 inh: 4.2; RGS7-Gao reg: 108; Mcl1-Bid inh: 10; GSH bead fluor: 30

How did CN(Cc1nc(-c2cccs2)no1)CC(O)c1ccccc1 (centres undefined) do in these assays?
Mcl1-Noxa inh: 1; RGS4-Gao reg: 104; Avidin fluor: 3; Bim-Mcl-1: -1; ABCG2 block: 1; RGS8-Gao: 104; ABCB1 inh: 1.1; Pf gametocyte: -22; RGS7-Gao reg: 97; Mcl1-Bid inh: -11; GSH bead fluor: 11

Results for COc1ccc2c(C)cc(SCC(=O)NCCN3C(=O)CSC3=O)nc2c1 ?
Mcl1-Noxa inh: 0; RGS4-Gao reg: 103; Avidin fluor: 12; Bim-Mcl-1: -2; ABCG2 block: 9; RGS8-Gao: 103; ABCB1 inh: 0.0; Pf gametocyte: -12; RGS7-Gao reg: 109; Mcl1-Bid inh: -14; GSH bead fluor: 13

Results for Cc1ccc(NC(=O)C2CC(=O)Nc3nc4ccccc4n32)c(C)c1 (centres undefined) ?
Mcl1-Noxa inh: 10; RGS4-Gao reg: 100; Avidin fluor: 8; RGS8-Gao: 98; Pf gametocyte: -3; RGS7-Gao reg: inconclusive; Mcl1-Bid inh: -56

What do the screens show for `COc1ccc(-n2c(SCC(N)=O)nc3sc4c(c3c2=O)CCN(C)C4)cc1`?
Mcl1-Noxa inh: 16; RGS4-Gao reg: 103; Avidin fluor: 13; Bim-Mcl-1: -1; ABCG2 block: -1; RGS8-Gao: 100; ABCB1 inh: 0.3; RGS7-Gao reg: 100; Mcl1-Bid inh: -10; GSH bead fluor: 23

How did O=S(=O)(Nc1ccc(N2CCOCC2)cc1)c1ccc(F)cc1F do in these assays?
Mcl1-Noxa inh: 27; RGS4-Gao reg: 94; Avidin fluor: 10; Bim-Mcl-1: 1; ABCG2 block: 1; RGS8-Gao: 95; ABCB1 inh: 0.1; RGS7-Gao reg: 95; Mcl1-Bid inh: -22; GSH bead fluor: 10

Results for O=C(CC1C(=O)NCCN1CC1CCCCC1)NCc1cccc(F)c1F (centres undefined) ?
Mcl1-Noxa inh: 7; RGS4-Gao reg: 101; Avidin fluor: 9; Bim-Mcl-1: -1; ABCG2 block: 1; RGS8-Gao: 100; ABCB1 inh: 0.3; Pf gametocyte: -36; RGS7-Gao reg: 102; Mcl1-Bid inh: -17; GSH bead fluor: 9

What do the screens show for `CC(=O)OC1CC(C)(C)N(OC(=O)CCCN2C(=O)c3ccccc3C2=O)C(C)(C)C1`?
Mcl1-Noxa inh: 35; RGS4-Gao reg: 106; Avidin fluor: 12; Bim-Mcl-1: 0; ABCG2 block: 1; RGS8-Gao: 111; ABCB1 inh: 1.7; Pf gametocyte: -31; RGS7-Gao reg: 109; Mcl1-Bid inh: 0; GSH bead fluor: 75

How did COC(=O)c1ccccc1OCC(=O)NC1CCCCC1 do in these assays?
Mcl1-Noxa inh: 18; RGS4-Gao reg: 92; Avidin fluor: 8; Bim-Mcl-1: 0; ABCG2 block: 11; RGS8-Gao: 91; ABCB1 inh: 0.9; RGS7-Gao reg: 95; Mcl1-Bid inh: 19; GSH bead fluor: 32

How did O=C(CN1C(=O)/C(=C/c2cccc(Br)c2)SC1=S)Nc1cccnc1 do in these assays?
Mcl1-Noxa inh: 52*; RGS4-Gao reg: 100; Avidin fluor: 9; Bim-Mcl-1: -2; ABCG2 block: 0; RGS8-Gao: 100; ABCB1 inh: 0.8; RGS7-Gao reg: 101; Mcl1-Bid inh: 6; GSH bead fluor: 9

How did CCCCSC(=S)N(C)C1CCS(=O)(=O)C1 (centres undefined) do in these assays?
Mcl1-Noxa inh: 1; RGS4-Gao reg: 102; Avidin fluor: 13; Bim-Mcl-1: -9; ABCG2 block: 8; RGS8-Gao: 104; ABCB1 inh: 1.7; RGS7-Gao reg: 103; Mcl1-Bid inh: -24; GSH bead fluor: 25

How did Cc1ccc(C)c(NC(=S)N(C)CCc2ccccn2)c1 do in these assays?
Mcl1-Noxa inh: 13; RGS4-Gao reg: 98; Avidin fluor: 13; Bim-Mcl-1: -4; ABCG2 block: 0; RGS8-Gao: 100; ABCB1 inh: 0.2; Pf gametocyte: 13; RGS7-Gao reg: 99; Mcl1-Bid inh: -54; GSH bead fluor: 10

Results for CCCCNC(=S)N/N=C/c1sccc1C ?
Mcl1-Noxa inh: -28; RGS4-Gao reg: 99; Avidin fluor: 14; Bim-Mcl-1: -5; ABCG2 block: 12; RGS8-Gao: 102; ABCB1 inh: 0.3; Pf gametocyte: 6; RGS7-Gao reg: 98; Mcl1-Bid inh: -58; GSH bead fluor: 8

Results for Cc1nc(NC(=O)CSc2nnc(N)s2)c(Cl)cc1Cl ?
Mcl1-Noxa inh: 1; RGS4-Gao reg: 101; Avidin fluor: 11; Bim-Mcl-1: 0; ABCG2 block: 13; RGS8-Gao: 99; ABCB1 inh: 2.3; Pf gametocyte: -10; RGS7-Gao reg: inconclusive; Mcl1-Bid inh: -35; GSH bead fluor: 14

How did C[N+](C)(CC#N)C/C=C\c1ccccc1 do in these assays?
Mcl1-Noxa inh: -2; RGS4-Gao reg: 93; Avidin fluor: 8; Bim-Mcl-1: -4; ABCG2 block: 3; RGS8-Gao: 110; ABCB1 inh: 1.8; Pf gametocyte: 2; RGS7-Gao reg: 99; Mcl1-Bid inh: -3; GSH bead fluor: 23

Results for Cc1cc(NC(=O)CCCSc2nc(-c3ccco3)cc(C(F)(F)F)n2)n(-c2ccccc2)n1 ?
Mcl1-Noxa inh: -5; RGS4-Gao reg: 100; Avidin fluor: 20; Bim-Mcl-1: -7; ABCG2 block: 4; RGS8-Gao: 112; ABCB1 inh: 5.2; RGS7-Gao reg: 101; Mcl1-Bid inh: -6; GSH bead fluor: 18

What do the screens show for `Cc1nc(SCc2ccccc2)c([N+](=O)[O-])[nH]1`?
Mcl1-Noxa inh: 4; RGS4-Gao reg: 90; Avidin fluor: 9; Bim-Mcl-1: -4; ABCG2 block: 25; RGS8-Gao: 83; ABCB1 inh: 0.8; RGS7-Gao reg: 93; Mcl1-Bid inh: -12; GSH bead fluor: 7

Results for O=C(O)C1CSC(c2ccccc2)N1C(=O)c1ccco1 (centres undefined) ?
Mcl1-Noxa inh: 21; RGS4-Gao reg: 102; Avidin fluor: 19; Bim-Mcl-1: 1; ABCG2 block: 0; RGS8-Gao: 101; ABCB1 inh: 0.2; Pf gametocyte: -1; RGS7-Gao reg: 102; Mcl1-Bid inh: 2; GSH bead fluor: 33

What do the screens show for `O=C(/C=C/c1ccccc1)NCC1(c2ccccc2)CCOCC1`?
Mcl1-Noxa inh: -10; RGS4-Gao reg: 104; RGS8-Gao: 103; Pf gametocyte: 12; RGS7-Gao reg: inconclusive; Mcl1-Bid inh: 0

What do the screens show for `O=C(Nc1nnc(-c2ccc3c(c2)CCCC3)o1)c1ccccc1`?
Mcl1-Noxa inh: -73; RGS4-Gao reg: 90; Avidin fluor: 7; Bim-Mcl-1: 3; ABCG2 block: -4; RGS8-Gao: 98; ABCB1 inh: -2.4; RGS7-Gao reg: 103; Mcl1-Bid inh: -34; GSH bead fluor: 19

Molecules listed so far with a furan ring, fused or not, in the order listed:
Results for Cc1cc(NC(=O)CCCSc2nc(-c3ccco3)cc(C(F)(F)F)n2)n(-c2ccccc2)n1 ?
Mcl1-Noxa inh: -5; RGS4-Gao reg: 100; Avidin fluor: 20; Bim-Mcl-1: -7; ABCG2 block: 4; RGS8-Gao: 112; ABCB1 inh: 5.2; RGS7-Gao reg: 101; Mcl1-Bid inh: -6; GSH bead fluor: 18

Results for O=C(O)C1CSC(c2ccccc2)N1C(=O)c1ccco1 (centres undefined) ?
Mcl1-Noxa inh: 21; RGS4-Gao reg: 102; Avidin fluor: 19; Bim-Mcl-1: 1; ABCG2 block: 0; RGS8-Gao: 101; ABCB1 inh: 0.2; Pf gametocyte: -1; RGS7-Gao reg: 102; Mcl1-Bid inh: 2; GSH bead fluor: 33

Screens deposited in PubChem BioAssay by several laboratories.
